Source: PubChem BioAssay (several laboratories)
FLuc inh counter = inhibits firefly luciferase, flagging false hits in luciferase inhibition screens; P08659; ATPLite firefly luciferase biochemical luminescence, 10 min; inhibition, % at 10 µM; 1.5% of 200,000 active; AID 1006;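 active = inhibition above about 50% when tested at 10 µM, limit read from the data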
Target sequence (P08659 whole entry, looked up): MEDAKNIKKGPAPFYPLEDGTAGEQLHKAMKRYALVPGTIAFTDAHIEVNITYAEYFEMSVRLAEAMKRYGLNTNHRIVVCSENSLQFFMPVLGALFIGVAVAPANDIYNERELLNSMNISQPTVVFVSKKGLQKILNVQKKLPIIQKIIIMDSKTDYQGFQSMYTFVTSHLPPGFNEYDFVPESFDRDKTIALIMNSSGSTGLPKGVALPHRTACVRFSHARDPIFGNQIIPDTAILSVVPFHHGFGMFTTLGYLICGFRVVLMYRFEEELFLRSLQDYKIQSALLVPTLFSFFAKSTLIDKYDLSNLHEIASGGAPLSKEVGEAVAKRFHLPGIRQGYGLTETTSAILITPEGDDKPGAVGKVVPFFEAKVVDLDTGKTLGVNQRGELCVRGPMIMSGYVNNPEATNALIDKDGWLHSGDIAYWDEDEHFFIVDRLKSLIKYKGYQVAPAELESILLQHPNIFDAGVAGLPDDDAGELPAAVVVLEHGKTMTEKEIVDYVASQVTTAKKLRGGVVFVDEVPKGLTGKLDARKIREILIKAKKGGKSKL
FLuc act counter = affects firefly luciferase, flagging false hits in luciferase stimulation screens; P08659; ATPlite luciferase biochemical, luminescence, 10 min; 0 = ATP-free wells, 1 = DMSO control; activation factor at 10 µM; 200,000 tested, under 10 active;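 active = luciferase activation factor, scaled between plate controls, of at least 2 with compound at 10 µM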
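System: cell-free luciferase reagent; medium: PBS as buffer for the ATP substrate; doses: test compounds dosed from 2 mM stocks in 100% DMSO; incubation: 10 min, room temperature; measured by: luminescence from luciferase reaction; read-out: luciferase activation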
TNAP inh noacc = blocks human TNAP activity with no phosphate acceptor present. P05186. purified TNAP, CDP-star luminescence, 30 min. inhibition, % at 20 µM. 0.26% of 200,000 active;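 active = tissue-nonspecific alkaline phosphatase inhibition above about 50% at 20 µM in the single-dose screen, limit read from the data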;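 note: 0% = DMSO negative control and 100% = EDTA positive control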
Target sequence (P05186 whole entry, looked up): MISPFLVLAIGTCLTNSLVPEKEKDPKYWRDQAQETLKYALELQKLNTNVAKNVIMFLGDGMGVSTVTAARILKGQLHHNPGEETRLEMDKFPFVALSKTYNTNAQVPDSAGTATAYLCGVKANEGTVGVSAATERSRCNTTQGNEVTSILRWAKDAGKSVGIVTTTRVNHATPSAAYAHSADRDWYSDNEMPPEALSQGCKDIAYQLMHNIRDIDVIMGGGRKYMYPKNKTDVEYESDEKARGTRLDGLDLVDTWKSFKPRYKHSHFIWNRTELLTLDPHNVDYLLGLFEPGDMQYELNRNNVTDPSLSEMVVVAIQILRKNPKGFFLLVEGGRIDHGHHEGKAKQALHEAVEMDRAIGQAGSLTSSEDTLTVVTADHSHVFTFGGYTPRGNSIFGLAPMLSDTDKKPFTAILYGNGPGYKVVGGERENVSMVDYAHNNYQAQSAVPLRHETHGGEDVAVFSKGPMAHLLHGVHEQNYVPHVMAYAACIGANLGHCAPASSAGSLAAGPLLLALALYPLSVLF
bIAP act = increases bovine intestinal alkaline phosphatase activity | purified bovine IAP, CDP-star luminescence, 30 min; hits give high values; fold of DMSO-control signal, blank-subtracted | activation factor at 20 µM | 0.17% of 200,000 active | AID 1016;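 active = activation factor of 2 or more at 20 µM, a signal rise over negative controls twice the positive control's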
APP 5UTR inh = APP translation inhibition; SH-SY5Y APP 5'UTR-luciferase reporter, luminescence; inhibition, % at 2 µM; 0.82% of 190,000 active;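 active = inhibition above a set limit, derived from the sample mean plus 3 SD, cut at about 45% in these data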; note: values of inactives mirror those of a sister screen read the other way
Lmaj promast = reduces viability of Leishmania major promastigotes; resazurin fluorescence viability; inhibition, % at 10 µM; 9% of 200,000 active; AID 1063; in the data active = inhibition above about 50%;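 note: promastigotes grown with compound for 44 hours at 28 °C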
TNAP act hiacc = activators of human TNAP at high phosphate acceptor concentration. purified TNAP, CDP-star luminescence, 1 M DEA, 30 min; hits give high values; 0 = EDTA background, 1 = DMSO-only activity. activation factor at 20 µM. 200,000 tested, under 10 active. AID 1136;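 active = activation factor at least 2 at 20 µM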
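Dosing: 20 µM single point. System: human TNAP. Amount: TNAP 1/800 final. Incubation: 30 min, room temperature. Read-out: TNAP activation factor scaled between EDTA and DMSO control wells. Signal: luminescence from CDP-star hydrolysis. Medium: 1 M DEA, pH 9.8, Mg2+, Zn2+. Control set: EDTA negative control, DMSO positive control.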
TNAP inh hi DEA = blocks human TNAP under high phosphate acceptor concentration | P05186 | 0.03% of 200,000 active | purified TNAP, CDP-star luminescence, 1 M DEA | inhibition, % at 20 µM | AID 1135;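 active = over 50% inhibition of tissue-nonspecific alkaline phosphatase at 20 µM in the single-dose screen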;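 note: plate controls were DMSO wells for no effect and EDTA-quenched wells as full inhibition for full effect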
RAM network inh = blocks the yeast RAM network; S. cerevisiae dse1pr::URA3 reporter, 5-FOA growth OD615, 2 d; analog-sensitive cbk1-as2 kinase mutant strain; inhibition, % at 50 µM; 1.8% of 190,000 active;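 active = inhibition above a set limit, 3 SD over mean compound inhibition, cut at about 8.4% in these data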;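 note: 0% = DMSO-only wells with no growth and 100% = 10 µM 1-NA-PP1 full growth; inhibition rescues growth on 5-FOA so higher OD means more RAM inhibition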
bIAP inh = blocks bovine intestinal alkaline phosphatase activity; purified bovine IAP, CDP-star luminescence, 30 min; inhibition, % at 20 µM; 190,000 tested, under 10 active; AID 1019;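 active = over 50% inhibition of intestinal alkaline phosphatase at 20 µM in the single-dose screen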
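System: Purified bovine intestinal alkaline phosphatase (IAP) enzyme | Input: IAP diluted 1/65,000,000 in the well | Also added: CDP-star chemiluminescent phosphatase substrate, 30 µM final | Dosing: 20 µM single dose | Times: Enzyme reaction for 30 min at room temperature | Detection: Luminescence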
Starred values were filed as active, the others as inactive.

O=C(NCc1cccnc1)C(=O)NCC1OCCN1S(=O)(=O)c1ccc(F)cc1 (stereo not given) was read as FLuc inh counter -10, FLuc act counter 1.1, TNAP inh noacc -3, bIAP act 1, APP 5UTR inh 4, Lmaj promast 8, TNAP act hiacc 1.1, TNAP inh hi DEA -5, RAM network inh 0.6 and bIAP inh 1.
Cn1c(N)c(C(=O)COC(=O)C2CC(=O)N(Cc3ccccc3)C2)c(=O)n(C)c1=O (stereo not given) was read as FLuc inh counter 3, FLuc act counter 1, TNAP inh noacc 0, bIAP act 1, APP 5UTR inh -4, Lmaj promast -2, TNAP act hiacc 0.9, TNAP inh hi DEA 6, RAM network inh -0.5 and bIAP inh -3.
NC(=O)CSc1nnc(-c2ccco2)n1N was read as FLuc inh counter -7, FLuc act counter 1.1, TNAP inh noacc -14, bIAP act 1, APP 5UTR inh 3, Lmaj promast -2, TNAP act hiacc 1, TNAP inh hi DEA -4, RAM network inh -0.8 and bIAP inh -2.
For COC(=O)c1cc2oc(C)cc2n1CC(=O)Nc1ccc(C)c(C)c1 the results were FLuc inh counter -3, FLuc act counter 1, TNAP inh noacc -14, bIAP act 1, APP 5UTR inh -15, Lmaj promast 9, TNAP act hiacc 1, TNAP inh hi DEA 0, RAM network inh 2.4 and bIAP inh 2.
`O=S(=O)(c1cccs1)N1CN(Cc2cccs2)c2nc3ccccc3nc21` gave FLuc inh counter -2, FLuc act counter 1, TNAP inh noacc -6, bIAP act 0.7, APP 5UTR inh -5, Lmaj promast 6, TNAP act hiacc 1, TNAP inh hi DEA -3, RAM network inh 8.6* and bIAP inh 26.
O=C(Nc1ccccc1[N+](=O)[O-])c1nc[nH]c1C(=O)NCCO was read as FLuc inh counter -2, FLuc act counter 1, TNAP inh noacc -16, bIAP act 1.4, APP 5UTR inh 6, Lmaj promast 2, TNAP act hiacc 1, TNAP inh hi DEA -3, RAM network inh 1.7 and bIAP inh -43.
`COc1ccc(CCSc2nnc(C3CCCCC3)n2N)cc1` gave FLuc inh counter -2, FLuc act counter 1, TNAP inh noacc -1, bIAP act 0.9, APP 5UTR inh 20, Lmaj promast -1, TNAP act hiacc 1, TNAP inh hi DEA -1, RAM network inh 0.2 and bIAP inh 10.
Cc1ccc(C(=O)n2cnnc2N)cc1 was read as FLuc inh counter -1, FLuc act counter 1, TNAP inh noacc -7, bIAP act 1, APP 5UTR inh -6, Lmaj promast -5, TNAP act hiacc 1, TNAP inh hi DEA 2, RAM network inh -0.9 and bIAP inh -2.
Screening COCCOC(=O)c1c(C)nc(SCC(=O)Nc2ccc(OC)cc2)c(C#N)c1-c1ccco1 returned FLuc inh counter -3, FLuc act counter 1, TNAP inh noacc 0, bIAP act 0.9, APP 5UTR inh 12, Lmaj promast -5, TNAP act hiacc 1, TNAP inh hi DEA -1, RAM network inh -0.4 and bIAP inh 6.
COc1cccc(NC(=O)CSc2nc3ccccc3c(=O)n2CCCC(=O)N2CCCC2)c1 was read as FLuc inh counter -4, FLuc act counter 1, TNAP inh noacc -5, bIAP act 1.1, APP 5UTR inh -4, Lmaj promast 8, TNAP act hiacc 1, TNAP inh hi DEA -3, RAM network inh 0.5 and bIAP inh -14.
For COc1ccc(OC)c(C(O)c2coc3ccc(O)c(CN4CCOCC4)c23)c1 (stereo not given) the results were FLuc inh counter -1, FLuc act counter 1, TNAP inh noacc -9, bIAP act 1, APP 5UTR inh -7, Lmaj promast 4, TNAP act hiacc 1.1, TNAP inh hi DEA -6, RAM network inh 0.8 and bIAP inh -2.
For COc1ccc(CNC(=O)CCCOc2cc(=O)n(C)c3ccccc23)cc1 the results were FLuc inh counter 0, FLuc act counter 1, TNAP inh noacc -14, bIAP act 1, Lmaj promast 2, TNAP act hiacc 1, TNAP inh hi DEA 2, RAM network inh -0.9 and bIAP inh 0.
For Cc1ccc(NC(=O)N2CCC(O)(c3cccnc3)CC2)cc1 the results were FLuc inh counter -4, FLuc act counter 1, TNAP inh noacc -12, bIAP act 0.9, APP 5UTR inh 8, Lmaj promast 46, TNAP act hiacc 1.1, TNAP inh hi DEA -7, RAM network inh -0.4 and bIAP inh 13.
For CCOC(=O)N1CCC(NC(=O)CS(=O)(=O)Cc2nc(-c3ccc(C)cc3)oc2C)CC1 the results were FLuc inh counter -6, FLuc act counter 1.1, TNAP inh noacc 7, bIAP act 1, APP 5UTR inh 2, Lmaj promast -3, TNAP act hiacc 1.1, TNAP inh hi DEA -7, RAM network inh 1.0 and bIAP inh 2.
For COc1cccc2cc(-c3nc(-c4cccs4)cs3)c(=O)oc12 the results were FLuc inh counter -1, FLuc act counter 1, TNAP inh noacc -12, bIAP act 1, APP 5UTR inh -105, Lmaj promast 2, TNAP act hiacc 1, TNAP inh hi DEA 0, RAM network inh 4.1 and bIAP inh 2.
`COc1cccc(NC(=O)CSc2nc3c([nH]c4ccccc43)c(=O)n2C)c1` gave FLuc inh counter -2, FLuc act counter 1, TNAP inh noacc -10, bIAP act 1, APP 5UTR inh 15, Lmaj promast 1, TNAP act hiacc 1, TNAP inh hi DEA -1, RAM network inh 1.8 and bIAP inh 2.
Screening O=C(CN(c1ccccc1)S(=O)(=O)c1ccccc1[N+](=O)[O-])NN=C1CCCCCCC1 returned FLuc inh counter -6, FLuc act counter 1.1, TNAP inh noacc -3, bIAP act 0.9, APP 5UTR inh -18, Lmaj promast -2, TNAP act hiacc 1, TNAP inh hi DEA -2, RAM network inh 0.7 and bIAP inh 7.
`CCN(C(=O)CSc1nnc(C)n1-c1ccccc1)C1CCS(=O)(=O)C1` (stereo not given) gave FLuc inh counter -3, FLuc act counter 1, TNAP inh noacc -14, bIAP act 1.1, APP 5UTR inh -6, Lmaj promast -6, TNAP act hiacc 1, TNAP inh hi DEA -5, RAM network inh 3.4 and bIAP inh -7.
For Cc1ccc(N=Cc2ccc[nH]2)c(O)c1 the results were FLuc inh counter -4, FLuc act counter 1, TNAP inh noacc -23, bIAP act 1, APP 5UTR inh -16, Lmaj promast 16, TNAP act hiacc 1, TNAP inh hi DEA -1, RAM network inh -0.6 and bIAP inh 2.
For CCOc1ccccc1OCCC(=O)OCC(=O)c1ccc[nH]1 the results were FLuc inh counter -7, FLuc act counter 1.1, TNAP inh noacc 7, bIAP act 1, APP 5UTR inh -16, Lmaj promast -7, TNAP act hiacc 1, TNAP inh hi DEA -5, RAM network inh 3.3 and bIAP inh 2.
Screening CC(C)CC1c2[nH]c3ccccc3c2CCN1C(=O)C1CCOCC1 (stereo not given) returned FLuc inh counter -10, FLuc act counter 1.1, TNAP inh noacc -10, bIAP act 1, APP 5UTR inh -1, Lmaj promast 32, TNAP act hiacc 1.1, TNAP inh hi DEA -7, RAM network inh 0.0 and bIAP inh -4.
Screening COc1cc2c(cc1OC)C(COc1ccc(F)cc1)N(C(=O)c1ccco1)CC2 (stereo not given) returned FLuc inh counter 0, FLuc act counter 1, TNAP inh noacc -5, bIAP act 1.1, APP 5UTR inh -1, Lmaj promast 17, TNAP act hiacc 1, TNAP inh hi DEA -3, RAM network inh 2.3 and bIAP inh -7.
CC(=O)N1CCc2cc(C(=O)CN3CCN(c4ccccc4F)CC3)ccc21 was read as FLuc inh counter -2, FLuc act counter 1, TNAP inh noacc -9, bIAP act 1, APP 5UTR inh 19, Lmaj promast -7, TNAP act hiacc 1, TNAP inh hi DEA -3, RAM network inh 2.8 and bIAP inh -2.
Screening O=C(O)c1c[nH]ccc1=O returned FLuc inh counter -3, FLuc act counter 1, TNAP inh noacc -4, bIAP act 1, APP 5UTR inh -4, Lmaj promast -6, TNAP act hiacc 1, TNAP inh hi DEA -2, RAM network inh 1.8 and bIAP inh 4.

Of the compounds above, 2 contain a nitro group on carbon.
O=C(Nc1ccccc1[N+](=O)[O-])c1nc[nH]c1C(=O)NCCO was read as FLuc inh counter -2, FLuc act counter 1, TNAP inh noacc -16, bIAP act 1.4, APP 5UTR inh 6, Lmaj promast 2, TNAP act hiacc 1, TNAP inh hi DEA -3, RAM network inh 1.7 and bIAP inh -43.
Screening O=C(CN(c1ccccc1)S(=O)(=O)c1ccccc1[N+](=O)[O-])NN=C1CCCCCCC1 returned FLuc inh counter -6, FLuc act counter 1.1, TNAP inh noacc -3, bIAP act 0.9, APP 5UTR inh -18, Lmaj promast -2, TNAP act hiacc 1, TNAP inh hi DEA -2, RAM network inh 0.7 and bIAP inh 7.

Continuation.
`O=C(c1ccc(COc2ccccc2Br)cc1)N1CCCCCC1` gave FLuc inh counter 2, FLuc act counter 1, TNAP inh noacc -6, bIAP act 1.2, APP 5UTR inh -3, Lmaj promast 32, TNAP act hiacc 1, TNAP inh hi DEA -4, RAM network inh 2.4 and bIAP inh -16.
For CCOC(=O)c1sc(NC(=O)CSc2nc(C)cc(C(F)(F)F)n2)c(C#N)c1C the results were FLuc inh counter -2, FLuc act counter 1, TNAP inh noacc -11, bIAP act 0.9, APP 5UTR inh 13, Lmaj promast -10, TNAP act hiacc 1, TNAP inh hi DEA -3, RAM network inh 4.4 and bIAP inh 7.
CCOc1ccc(N/C(C)=C\C(=O)c2ccc3c(c2)OCCO3)cc1 was read as FLuc inh counter 13, FLuc act counter 0.9, TNAP inh noacc 8, bIAP act 1.1, APP 5UTR inh -36, Lmaj promast -5, TNAP act hiacc 1, TNAP inh hi DEA -4, RAM network inh 1.6 and bIAP inh -6.
`CC1CCCN(C(=O)C2CCN(S(=O)(=O)c3cccc4cccnc34)CC2)C1` (stereo not given) gave FLuc inh counter -1, FLuc act counter 1, TNAP inh noacc -16, bIAP act 1, APP 5UTR inh 8, Lmaj promast -7, TNAP act hiacc 1, TNAP inh hi DEA -1, RAM network inh 0.8 and bIAP inh -2.
For CC(C)=CCCC1(C)C=Cc2c(ccc3c2[nH]c2cc(O)c(C)cc23)O1 (stereo not given) the results were FLuc inh counter -4, FLuc act counter 1, TNAP inh noacc -5, bIAP act 0.9, APP 5UTR inh -6, Lmaj promast 10, TNAP act hiacc 1.1, TNAP inh hi DEA -6, RAM network inh 21* and bIAP inh 13.
`COc1ccc2c(c1)c(C(=O)CN1CCC3(CC1)OCCO3)c(C)n2C` gave FLuc inh counter -3, FLuc act counter 1, TNAP inh noacc -10, bIAP act 1, APP 5UTR inh -17, Lmaj promast 2, TNAP act hiacc 1, TNAP inh hi DEA 0, RAM network inh 1.4 and bIAP inh -3.
For CCOc1ccc2nc(N(CCN(CC)CC)C(=O)c3cccc([N+](=O)[O-])c3)sc2c1 the results were FLuc inh counter -6, FLuc act counter 1.1, TNAP inh noacc 2, bIAP act 1, APP 5UTR inh 12, Lmaj promast 10, TNAP act hiacc 0.9, TNAP inh hi DEA 6, RAM network inh -0.8 and bIAP inh 1.
`CCOc1ccc(/C=C/C2=Cc3c(sc(NC(=O)CSc4n[nH]c(N)n4)c3C#N)C(C)(C)C2)cc1` gave FLuc inh counter -4, FLuc act counter 1, TNAP inh noacc 9, bIAP act 0.9, APP 5UTR inh -8, Lmaj promast 100*, TNAP act hiacc 1, TNAP inh hi DEA 3, RAM network inh 2.0 and bIAP inh 8.
